Screening results: PubChem BioAssay, National Center for Advancing Translational Sciences (NCATS)
BLM inh – qHTS Assay for Inhibitors of Bloom's syndrome helicase (BLM); RecQ-like DNA helicase BLM (Homo sapiens), P54132; recombinant BLM DNA unwinding, fluorescence dequenching; Potency, µM (series often up to 56.1 µM), inactives show at the highest dose activity change, negative = inhibition, most hits filed as inhibitors; 0.2% of 350,000 active;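 further: plate controls were vehicle for no effect and no enzyme for full effect; nearly all actives have a fitted effect of over 35% in size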
POLB inh – qHTS Assay for Inhibitors of DNA Polymerase Beta | P06746 | Pol beta primer extension/strand displacement, fluorescence kinetic | Potency, µM (titrated, usually from 114 µM), for the others: top-dose activity change, negative = inhibition, usual class: inhibitors | 1.3% of 340,000 active | AID 485314, 2010; further: on the % scale 0 is the no-effect control and ±100 the full control effect
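Pol beta (10 nM) was preincubated with compound for 15 min at room temperature. The reaction was then started with 50 nM substrate and read immediately and after a further 10 min at room temperature.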
POLI inh – qHTS for Inhibitors of Polymerase Iota; DNA polymerase iota (Homo sapiens), Q9UNA4; Pol iota fluorescent replication assay, 10 min; Potency, µM (series often up to 115 µM), for inactives: at the top dose activity, negative = inhibition, actives largely listed as inhibitors; 1% of 390,000 active
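Pol iota at 10 nM preincubated 15 min with compounds at room temperature; reaction started with fluorescent substrate, 50 nM final. Fluorescence read kinetically at 0 and 10 min; buffer-only wells as negative control.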
POLK inh – qHTS for Inhibitors of Polymerase Kappa. DNA polymerase kappa (Homo sapiens), Q9UBT6. purified Pol kappa, fluorescent DNA synthesis assay, 10 min. Potency, µM (top dose mostly 107 µM), without a hit: at the top dose activity, negative = inhibition, usual class: inhibitors. 0.53% of 400,000 active. AID 588579, 2011; further: on the % scale 0 is the no-effect control and ±100 the full control effect
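Pol kappa 10 nM + cpd, 15 min RT; start w/ substrate 50 nM final; fluorescence kinetic read, 0 and 10 min. Neg ctrl: buffer, no enzyme.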
BAZ2B inh – qHTS Assay for Inhibitors of BAZ2B | 4.4% of 360,000 active | Potency, µM (series often up to 114 µM), inactives show top-dose activity change, negative = inhibition, actives largely listed as inhibitors | AlphaScreen BAZ2B-H3K14Ac peptide displacement | Bromodomain adjacent to zinc finger domain protein 2B (Homo sapiens), Q9UIF8; further: on the % scale 0 is the no-effect control and ±100 the full control effect; nearly all actives have a fitted effect of over 60% in size
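Compounds, titrated to a top concentration of 110 uM, were incubated 30 min at room temperature with preformed BAZ2B/acetyl-K14 H3 peptide complex (50 nM each). Proximity signal was measured by AlphaScreen after 20 min with beads.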
Pol eta inh – qHTS for Inhibitors of Polymerase Eta; 1.2% of 390,000 active; AID 588591, 2011; Potency, µM (doses to about 114 µM), without a hit: top-dose activity change, negative = inhibition, hits mostly inhibitors; recombinant Pol eta, fluorescent DNA replication assay; further: on the % scale 0 is the no-effect control and ±100 the full control effect
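Pol eta (10 nM) was preincubated with compounds for 15 min at room temperature, after which fluorescent replication substrate (50 nM final) was added to start the reaction. Fluorescence was read kinetically at 0 and 10 min.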
G9a inh – qHTS Assay for Inhibitors of Histone Lysine Methyltransferase G9a; Histone-lysine N-methyltransferase EHMT2 (Homo sapiens), Q96KQ7; G9a H3K9 monomethylation, AlphaScreen, 2 h; Potency, µM (titrated, usually from 102 µM), without a hit: at the top dose activity, negative = inhibition, actives largely listed as inhibitors; 8.8% of 350,000 active; AID 504332, 2011; further: on the % scale 0 is the no-effect control and ±100 the full control effect; nearly all actives have a fitted effect of over 75% in size
Target sequence (Q96KQ7 913-1193 limits assumed): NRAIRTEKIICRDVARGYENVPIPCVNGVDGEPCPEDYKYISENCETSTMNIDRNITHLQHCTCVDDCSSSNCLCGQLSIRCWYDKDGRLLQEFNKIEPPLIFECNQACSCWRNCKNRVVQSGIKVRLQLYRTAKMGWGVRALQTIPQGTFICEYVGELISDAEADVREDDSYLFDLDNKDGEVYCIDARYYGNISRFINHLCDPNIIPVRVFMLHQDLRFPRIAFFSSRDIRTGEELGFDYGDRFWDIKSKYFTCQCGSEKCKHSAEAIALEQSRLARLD
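AlphaScreen read-out: biotin-H3K9 peptide (500 nM) methylation by 20 nM enzyme with 20 uM SAM, 2 h at room temperature after 15 min compound preincubation; anti-monomethyl H3K9 antibody plus donor/acceptor beads, 10 min dark.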
JMJD2A Tudor – qHTS Assay for Inhibitors of JMJD2A-Tudor Domain | Lysine-specific demethylase 4A (Homo sapiens), O75164 | AlphaScreen JMJD2A-Tudor / H3K4me3 peptide binding | Potency, µM (doses to about 114 µM), without a hit: at the highest dose activity change, negative = inhibition, hits mostly inhibitors | 4.4% of 390,000 active; further: on the % scale 0 is the no-effect control and ±100 the full control effect; nearly all actives have a fitted effect of over 50% in size
APEX1 inh – qHTS Assay for Inhibitors of the Human Apurinic/apyrimidinic Endonuclease 1 (APE1); Potency, µM (titrated, usually from 65.8 µM), without a hit: at the highest dose activity change, negative = inhibition, hits mostly inhibitors; DNA repair nuclease/redox regulator APEX1 (Homo sapiens), P27695; AID 2517, 2012; 0.35% of 350,000 active; recombinant APE1, TAMRA/BHQ-2 abasic DNA cleavage fluorescence;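 further: plate controls were vehicle for no effect and reference inhibitor for full effect; nearly all actives have a fitted effect of over 55% in size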
Target sequence (P27695 whole entry, looked up): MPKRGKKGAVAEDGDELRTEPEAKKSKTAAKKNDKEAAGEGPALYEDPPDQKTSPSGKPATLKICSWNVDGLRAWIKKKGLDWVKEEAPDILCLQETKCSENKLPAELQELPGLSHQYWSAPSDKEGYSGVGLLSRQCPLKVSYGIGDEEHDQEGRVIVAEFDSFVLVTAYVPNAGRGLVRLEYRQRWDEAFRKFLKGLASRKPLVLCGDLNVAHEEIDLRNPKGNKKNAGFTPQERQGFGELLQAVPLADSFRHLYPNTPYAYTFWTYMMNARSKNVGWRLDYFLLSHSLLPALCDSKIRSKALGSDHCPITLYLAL
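Substrate: short duplex with […] THF abasic site, 5'-TAMRA and 3'-BHQ-2, 50 nM final. APE1 at 0.75 nM, preincubated 15 min RT with compound. Fluorescence increase from first to third read measured activity.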
Numbers without * were called inactive; ? = inconclusive; . = not tested or not shown; & = joins results of further samples; ! = a repeat was not active; [ ] = remark or other dose. The call rests on the fitted dose curve; in most records, active means well fitted curve in the direction sought with a large enough effect; inconclusive means small, poorly fitted or top-dose-only effect, or another doubt; inactive means no such curve, though single readings can be large; an effect the other way counts as inactive or inconclusive. Potency means the concentration at half of the fitted maximal effect. These rows are one share of the data (hit frequency here may not be typical).

SMILES	BLM inh	POLB inh	POLI inh	POLK inh	BAZ2B inh	Pol eta inh	G9a inh	JMJD2A Tudor	APEX1 inh
Cc1cc(=O)c2c(O)c(O)ccc2o1	-3%	?	?	-43%	?	-13%	1.8µM*	3.2µM*	?
CCCn1c2ccccc2c2cnn(CC(=O)NCCN(C)C)c(=O)c21	-2%	13%	8%	-6%	-4%	-18%	8%	-24%	29%
C=CCn1c(SCC)nc(O)cc1=O	-1%	0%	-20%	-3%	-2%	-5%	38%[12.7 µM]	-17%	2%
Cc1noc(NS(=O)(=O)c2ccc(N/C=C\C(=O)c3ccc(F)cc3)cc2)c1C	-12%	0%	31%[activator]	0%	?	3%	.	-20%[57.1 µM]	-6%
CCOC(=O)c1c(NC(=O)C(=O)N/N=C/c2ccccc2O)sc2c1CCCCC2	5%	1%	9%	1%	0%	-8%	21%[59 µM]	-23%	3%
CC1CCN(CC(O)COc2ccc(F)cc2)CC1 (stereo unspecified)	0%	51%	7%	17%	-2%	-6%	-5%	-17%	15%
Cc1cc(C)nc(NS(=O)(=O)c2ccc(N3Cc4ccccc4C3=O)cc2)n1	1%	0%	-27%	-6%[60.1 µM]	0%	1%	?	-16%	8%
Cc1ccc2cc(CN(CC3CCCO3)S(=O)(=O)c3ccccc3)c3nnnn3c2c1 (stereo unspecified)	0%	16%	-6%	1%	-3%	-7%	-22%[59 µM]	-13%	-2%
Cc1ccc(C)c(N2CCN(C(=O)c3cc4c(=O)n(Cc5cccnc5)ccc4nc3C)CC2)c1	-2%	1%	42%[activator]	16%	-18%	-17%	-3%[59 µM]	-18%	.
O=S(=O)(Nc1ccc(F)cc1)c1ccc(S(=O)(=O)N2CCOCC2)cc1	.	.	29%	-5%	.	-23%	.	-11%	17%
CS(=O)(=O)N1CCC(C(=O)N2CCN(c3ccccc3)CC2)CC1	-1%	11%	-9%	-8%	-11%	-10%	6%[59 µM]	-10%	6%
COCCCNC(=O)c1cc(S(=O)(=O)NCCCN2CCCC2=O)ccc1Cl	.	.	22%	-3%	.	-1%	.	-10%	16%
CC(C)(C)OC(=O)N(Cc1ccccc1)Cc1ccccc1OCc1cccc(NC(=O)C2CCC2)c1	.	.	35%[activator]	1%	.	-25%	.	-11%	.
CCC1CCCCN1C(=O)CSc1nnc(-c2ccc(Cl)s2)o1 (stereo unspecified)	-1%	-24%	6%	5%	27%	-4%	14%	2%	3%
NC(=O)C1(N2CCCCC2)CCN(C(=O)Nc2ccc(F)cc2)CC1	2%	56%	-12%	1%	12%	3%	2%[59 µM]	-9%	.
Cc1cc(C)nc(N2CCC(C(=O)NCCc3ccc(F)cc3)CC2)n1	0%	12%	2%	3%	19%	-7%	.	-7%	4%
COc1ccc(CNC(=O)COC(=O)c2c[nH]c(=O)[nH]c2=O)cc1OC	-3%	-23%	4%	3%	12%	-7%	?	-1%	2%
COc1ccc(CCNC(=O)CCc2cn(Cc3ccc(C)cc3)c3ccccc23)cc1OC	-6%	11%	18%	-1%	-19%	-17%	-6%[59 µM]	3%	.
CCn1cc(C(=O)NCc2ccco2)c(=O)c2cc(S(=O)(=O)N3CCC(C)CC3)ccc21	3%	4%	-3%	-2%	-8%	-20%	25%[59 µM]	-25%	-4%
O=C(CC1SC(=Nc2ccc(OC(F)F)cc2)N(CCN2CCOCC2)C1=O)Nc1ccc(F)cc1F (stereo unspecified)	-6%	-20%	13%	-7%	-26%	-14%	-27%	-18%	-4%
O=C(NCc1ccccn1)C1CCN(S(=O)(=O)c2ccccc2)CC1	2%	14%	-10%	8%	1%	-10%	9%[59 µM]	-1%	-6%
Cc1ccc(-c2noc(CCC(=O)NCCN3CCN(Cc4ccccc4)CC3)n2)cc1	-7%	-3%	12%	-9%	-7%	-5%	-3%	-24%	1%
O=C(CCCN1CCC(c2ccccc2)C1)c1ccc2c(c1)OCCO2 (stereo unspecified)	0%	9%	-11%	0%	-34%	-1%	?	-17%	-1%
CC(C)CC(=O)Nc1c2c(nn1-c1ccc(F)cc1)CS(=O)C2 (stereo unspecified)	-1%	-20%	36%[activator]	4%	-11%	-17%	18%[59 µM]	-9%	13%
CCC(C)NC(=O)c1cc(OC)c(OC)c(OC)c1 (stereo unspecified)	0%	5%	-10%	-7%	.	-3%	?	?	1%
COc1ccccc1OCC(=O)NCC1(N(C)C)CCCCC1	0%	7%	22%	7%	-3%	-19%	-5%[59 µM]	-4%	.
O=C(O)Cn1c(=O)c2c(c3ccccc31)CCC2	-3%	-30%	28%	2%	-2%	-21%	?	-3%	34%
O=C(CSc1ccccc1F)Nc1ccc(N2CCOCC2)cc1	.	.	-20%	2%	13%	-2%	?	-16%	-3%
COc1ccc(CCC(C)N2CCC(Oc3ccc(C(=O)N4CCCC4)cc3)CC2)cc1 (stereo unspecified)	1%	-3%	89µM*	-3%	1%	-13%	20%	-25%	32%
Cc1ccc(C(C(=O)NC2CCCC2)N(Cc2ccc3c(c2)OCO3)C(=O)Cc2cccs2)cc1 (stereo unspecified)	1%	25%	-5%	-6%	5%	-13%	-5%[59 µM]	-11%	-4%

Filtered by structure: the entries above with a Cl atom
SMILES	BLM inh	POLB inh	POLI inh	POLK inh	BAZ2B inh	Pol eta inh	G9a inh	JMJD2A Tudor	APEX1 inh
COCCCNC(=O)c1cc(S(=O)(=O)NCCCN2CCCC2=O)ccc1Cl	.	.	22%	-3%	.	-1%	.	-10%	16%
CCC1CCCCN1C(=O)CSc1nnc(-c2ccc(Cl)s2)o1 (stereo unspecified)	-1%	-24%	6%	5%	27%	-4%	14%	2%	3%

(further entries)
SMILES	BLM inh	POLB inh	POLI inh	POLK inh	BAZ2B inh	Pol eta inh	G9a inh	JMJD2A Tudor	APEX1 inh
CCc1ccccc1NC(=O)c1cnc2scc(C)n2c1=O	-4%	31%	?	-23%	5%	-13%	-6%[59 µM]	-26%	3%
O=C(/C=C/c1ccccc1F)c1cccc([N+](=O)[O-])c1	-5%	-23%	?	6%	?	-13%	28µM*	?	-1%
CCCNC(=O)N1CCC(Cc2ccccc2)CC1	-1%	0%	27%	-1%	2%	-2%	72%[activator]	-12%	35%[activator]
Cc1ccccc1CCNC(=O)C1CCN(c2nc3ccccc3nc2C(F)(F)F)CC1	-3%	-1%	2%	29%	0%	2%	6%[59 µM]	-6%	.
Cc1cc(N2CCN(C(=O)c3ccco3)CC2)n2nc(-c3cccc(F)c3)cc2n1	-3%	-2%	3%	-11%	-34%	-14%	-8%[12.7 µM]	-14%	-5%
COc1ccc2oc(C(=O)OCC(=O)N(C)C3CCS(=O)(=O)C3)c(C)c2c1 (stereo unspecified)	.	.	17%	-2%	11%	7%	?	-9%	1%
Cn1cnc2c(=O)oc3ccc(S(=O)(=O)N4CCN(c5cccc(Cl)c5)CC4)cc3c21	-2%	3%	-21%	-1%	-33%	7%	-15%[59 µM]	2%	.
COc1ccc(C(=O)NCC(C)(c2ccccc2)c2ccccc2)cc1S(=O)(=O)N1CCOCC1	.	.	-7%	-3%	.	-19%	.	-19%	.
COc1ccc(Cl)cc1NC(=O)c1cn(C2CCCC2)c(=O)c2c1c1ccccc1n2C	-16%	-1%	16%	7%	-13%	-14%	-25%[59 µM]	-16%	.
CCc1cccc(-n2nnc(-c3nsc(NC(=O)c4ccc(C)cc4)n3)c2C)c1	-2%	-14%	10%	-8%	1%	-6%	-1%[59 µM]	-18%	.
CCOc1ccc(NC(=O)Cn2nnc(C(=O)NCc3ccccc3OC)c2N)cc1	-5%	23%	?	-13%	4%	11%	12%[0.0925 µM]	-4%	2%
CCc1cc(Cn2nc(-c3ccccc3)cc2C(=O)NCc2cccc(C(F)(F)F)c2)on1	.	.	?	-5%	11%	?	20%[2.33 µM]	10%	-7%
NCCCCN	-9%	4%[57.1 µM]	-6%[58.9 µM]	2%&-5%[60.1 µM]	.	2%[57.1 µM]	50µM*!	.	-6%&0%
CCOC(=O)c1nnc(-c2ccc(C)cc2)nc1Oc1ccccc1Cl	3%	1%	0%	-16%	1%	-11%	?	-28%	1%
Cc1cc(C)c2c(N)c(C(=O)c3ccccc3Cl)sc2n1	-3%	?	127%[activator]	-12%	-3%	0%	17%	-9%	1%
CN1CCN(C(=S)C(=O)Nc2ccccc2)CC1	-4%	-3%	135%[activator]	-11%	5%	-14%	36%[activator][12.7 µM]	-14%	-3%
COc1ccc(NC(=O)CSc2ccc3c(c2)OCCO3)cc1S(N)(=O)=O	.	.	23%	-6%	.	-12%	.	-11%	37%
O=C(CSc1nc2ccccc2c(=O)n1-c1ccc(Cl)cc1)c1ccco1	1%	-2%	-1%	-10%	3%	-22%	.	-16%[11.4 µM]	2%
COC(=O)[C@@H]1C[C@H]2CC[C@H](O)C[C@H]2N1Cc1ccc(-c2ccccc2)cc1	-4%&-2%	0%	17%	-6%	-11%	-12%	-5%[59 µM]	-30%	-12%&0%
O=C(c1ccc(COCC(F)(F)F)o1)N1CCCCCC1	-1%	-10%	4%	-5%	8%	-10%	9%	0%	-2%
CC(C(=O)N1CCN=C1c1ccccc1)N1C(=O)c2ccccc2C1=O (stereo unspecified)	-1%	?	10%	-6%	-2%	-3%	.	-14%	-1%
CC(C)C(=O)NC(NC(=S)Nc1ccc(S(N)(=O)=O)cc1)C(Cl)(Cl)Cl (stereo unspecified)	-4%	1%	6%	-10%	-20%	-9%	50µM*	-15%	1%
O=C(CNS(=O)(=O)c1ccccc1)NCC(=O)OCc1ccc(Cl)cc1	-3%	0%	30%	1%	8%	?	.	-11%	12%
CCOc1nc(-c2ccccc2)ccc1-c1noc(-c2ccc(OC)c(OC)c2)n1	.	.	18%	-4%	.	-7%	.	1%	.
